# D1 antag: blocks dopamine activation of the human D1 receptor | HEK293 TREx D1 cells, calcium flux, dopamine EC80; stronger effect = lower value | AID 504652 | activity change, negative = inhibition, % at 10 µM | hit rate 3.2% among 360,000 | P21728; in the data active = activity change below about -30%; also: % is scaled to controls: 0 for no effect and ±100 for the full control effect
#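 Tetracycline-induced HEK293 Trex D1 cells, force-coupled to calcium, dye-loaded; compounds added and read 180 s, then EC80 dopamine added and calcium flux tracked kinetically another 180 s.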
# D1 ag: activates the human D1 dopamine receptor; P21728; HEK293 T-REx D1 cells, calcium flux, agonist mode; activation, % at 2 µM; hit rate 1% among 360,000; AID 504660; in the data active = activation above about 30%; also: 0% is about no effect
#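 Agonism was scored from calcium flux recorded over 180 s (1 read/s) after pintool compound addition, following a 10-cycle baseline. Cells were inducible force-coupled HEK293 TREx D1, plated overnight at 30 C and loaded with no-wash calcium dye.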
# RXFP1 agonist: agonists of human relaxin receptor RXFP1 | Q9HBX9 | HEK293T-RXFP1 cAMP TR-FRET, 30 min; response scale: percent of porcine relaxin response, buffer zero | Potency, µM (doses to about 57.5 µM), without a hit: top-dose activation, usual class: activators | hit rate 0.3% among 370,000; active = well fitted activation curve with a large enough effect; inconclusive = small, poorly fitted or top-dose-only effect; also: potency is read from the fitted curve at half-maximal effect; % is scaled to controls: 0 for no effect and ±100 for the full control effect; nearly all actives have a fitted effect of over 60% in size; many of its hits are not listed in these tables
# Target sequence (Q9HBX9 whole entry, looked up): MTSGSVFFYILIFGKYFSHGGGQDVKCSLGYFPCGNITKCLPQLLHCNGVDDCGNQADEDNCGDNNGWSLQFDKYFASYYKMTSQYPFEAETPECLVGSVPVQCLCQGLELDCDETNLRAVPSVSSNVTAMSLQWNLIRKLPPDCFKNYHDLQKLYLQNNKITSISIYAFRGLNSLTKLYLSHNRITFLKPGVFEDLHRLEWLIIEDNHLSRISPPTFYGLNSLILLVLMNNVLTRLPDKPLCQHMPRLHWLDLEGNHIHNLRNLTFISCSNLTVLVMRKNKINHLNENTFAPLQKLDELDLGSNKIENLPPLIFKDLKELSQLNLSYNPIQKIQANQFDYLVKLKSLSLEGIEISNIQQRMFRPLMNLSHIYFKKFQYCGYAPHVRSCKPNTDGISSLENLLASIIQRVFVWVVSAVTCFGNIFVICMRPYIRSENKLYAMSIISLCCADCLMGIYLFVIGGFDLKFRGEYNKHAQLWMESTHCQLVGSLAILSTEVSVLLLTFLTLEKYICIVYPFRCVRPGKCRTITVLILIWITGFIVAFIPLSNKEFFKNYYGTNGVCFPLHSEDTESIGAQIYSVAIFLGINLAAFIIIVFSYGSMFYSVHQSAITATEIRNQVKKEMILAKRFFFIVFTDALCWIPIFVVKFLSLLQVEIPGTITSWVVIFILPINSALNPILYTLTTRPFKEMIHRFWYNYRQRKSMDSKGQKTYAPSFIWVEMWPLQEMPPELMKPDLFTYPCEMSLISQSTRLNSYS
#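 Agonist response is measured as cAMP accumulation in an RXFP1-transfected HEK293T line under PDE4 inhibition. Values are scaled between buffer-only and 29 nM porcine relaxin, and EC50s come from standard Hill equation fits.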
# D2 agonist: D2 dopamine receptor (human) agonism | P14416 | HEK293 T-REx D2 cells, calcium flux agonist mode | activation, % at 2 µM | hit rate 0.53% among 340,000;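 active = activation over 3 SD above normal in the single-dose calcium agonist read, cut at about 30% in these data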; also: 0% is about no effect
#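 Calcium-flux readout, 1 cycle/sec over 180 s following compound pin transfer, in inducible HEK293 Trex D2 cells (force-coupled); dopamine controls included. Positive calcium responses during this window marked compounds as potential agonists.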
# D2 antag: D2 dopamine receptor (human) antagonism | P14416 | hit rate 2% among 340,000 | HEK293 TREx D2 cells, calcium flux, dopamine EC80 | AID 485344 | inhibition, % at 10 µM; in the data active = inhibition above about 30%; also: 0% is about no effect
#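 Cells plated overnight at 30 C with tetracycline; no-wash calcium dye, 30–90 min RT; 10 s baseline; compound pinned; 180 s read; EC80 dopamine added; another 180 s read.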
# TRHR PAM: allosteric enhancers of human TRH receptor; TRHR cells, fluo-8 calcium fluorescence, EC20 TRH enhancement; hit rate 0.66% among 360,000; P34981; enhancement, % at 2 µM; in the data active = enhancement above about 30%; also: 0% is about no effect
#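 TRHR-expressing cells loaded with fluo-8 calcium dye were read kinetically (ex 480/em 530) during compound addition, then stimulated with an EC20 of TRH (10 nM final). Enhancement of the Gq-mediated intracellular calcium response was scored.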
# D2 potentiator: positive allosteric modulators of human D2 dopamine receptor | P14416 | HEK293 T-REx D2, calcium flux, EC20 dopamine potentiation | potentiation, % at 10 µM | hit rate 0.34% among 340,000 | AID 485347;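 active = potentiation over 3 SD above the plate norm, cut at about 30% in these data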; also: 0% is about no effect
#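 Cells plated with tetracycline inducer and held overnight at 30 C; calcium dye loaded 30–90 min at room temperature; baseline taken, compound added and read 180 s; EC20 dopamine then added and read 180 s.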
# RXFP1 antagonist: RXFP1 (human) relaxin receptor antagonism. HEK293-RXFP1, relaxin-stimulated cAMP HTRF, 30 min; stronger effect = lower value. activity change, negative = inhibition, % at 57.5 µM. hit rate 0.59% among 350,000. AID 1259400;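 active = activity change of -60% or lower, but not beyond a set lower limit; inconclusive = change between -60% and -40%, or beyond the set limit; inactive = change above -40%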; also: % is scaled to controls: 0 for no effect and ±100 for the full control effect
# D1 potentiator: potentiators of human D1 dopamine receptor. P21728. HEK293 TREx D1 cells, calcium flux, dopamine EC20 potentiation. potentiation, % at 10 µM. hit rate 0.036% among 360,000; in the data active = potentiation above about 30%; also: 0% is about no effect
# Active calls of the source: *; u = inconclusive; x = no result given. Only part of the results is shown. The share of hits here may be higher or lower than overall.
# Values in the order – D1 antag, D1 ag, RXFP1 agonist, D2 agonist, D2 antag, TRHR PAM, D2 potentiator, RXFP1 antagonist, D1 potentiator
COc1ccc(OC)c(/C=N/NC(=O)c2cnccn2)c1
 : -6.5, 0.6, 1.1%, 0.6, 16.9, -5.0, -2.3, -5.7, -4.1
CCN1CCN(C(c2ccc(C)cc2)c2sc3nc(-c4ccco4)nn3c2O)CC1 (stereo not given)
 : x, 1.6, -0.8%, -0.2, x, 22.8, 0.1, 2.5, -2.1
CCOC(=O)c1sc(NC(=O)c2cc(-c3ccccc3C)nc3ccccc23)c(C#N)c1C
 : -19.9, 14.1, 1.7%, 6.9, -0.6, -1.4, 5.8, -24.4, -3.3
CC(C)CCNC(=O)c1onc(CSc2ccc(F)cc2)c1C(=O)NCCC(C)C
 : -23.1, 25.4, 0.2%, -1.6, 10.0, -2.9, -2.6, x, -2.4
COc1cccc(/C=C2\SC(=S)N(NS(=O)(=O)c3ccccc3)C2=O)c1OC
 : 8.7, 1.7, 1.9%, -1.6, -19.7, -2.2, -10.9, -9.8, -1.6
CCOC(=O)NC(=O)CN1C(=O)NC2(CCc3ccccc32)C1=O (stereo not given)
 : -11.0, 9.8, 2.9%, -1.4, 8.8, -3.3, -0.9, -9.0, x
CCCC(=O)Nc1ccc(OCC(=O)OC)cc1
 : 2.0, 2.3, 4.1%, 1.3, 15.7, -6.6, -2.4, -6.8, -3.3
COc1ccc(/C=C2\N=C(C(C)(C)C)OC2=O)c(OC)c1
 : -8.4, 2.3, -0.9%, 0.3, -0.3, -8.3, -9.3, 8.0, 1.2
CCOC(=O)C1=C(N)Oc2cc(C)[nH]c(=O)c2C1c1ccncc1 (stereo not given)
 : 9.4, 4.5, 3.6%, 0.2, -1.8, -4.8, -16.3, -6.6, -3.5
O=C(O)c1ccc(-n2nncc2-c2ccco2)cc1
 : -7.3, 2.9, -0.4%, 3.9, -3.9, -8.4, -8.7, 13.7, -11.8

# The results go on:
# Values in the order – D1 antag, D1 ag, RXFP1 agonist, D2 agonist, D2 antag, TRHR PAM, D2 potentiator, RXFP1 antagonist, D1 potentiator
CC(=O)c1ccc(NC(=O)CSc2nc(-c3ccc(C)cc3)nc3c2c(=O)n(C)c(=O)n3C)cc1
 : 4.8, 3.5, 2.8%, -0.3, x, -1.7, -6.8, -9.7, -2.5
O=C(O)CCc1ccc(-c2ccccc2)n1NC(=O)c1ccco1
 : 11.1, 1.7, 0.0%, -0.3, 8.8, 1.8, 15.9, -6.4, -0.1
Cn1c(=O)[nH]c(=O)c2c1nc(N1CCCCC1)n2CCCSc1nnnn1-c1ccccc1
 : -0.1, 1.0, 1.7%, 2.8, 9.0, 1.5, 7.0, x, -11.1
CCOc1ccc(S(=O)(=O)N2CCCC(C(=O)NCc3ccccn3)C2)cc1Cl (stereo not given)
 : 10.0, 1.2, -0.3%, 0.8, -0.5, 2.8, 2.6, -20.5, -5.5
C=CCn1c(=N)n(CC(=O)c2ccccc2)c2ccccc21
 : -16.5, 3.4, 1.9%, 1.4, 1.7, 0.3, 16.3, -8.7, -0.1
Cc1ccc(S(=O)(=O)N2CCOCC2)cc1C(=O)N1CCN(c2ncccn2)CC1
 : 8.0, 4.3, -0.9%, 35.7*, -26.5, 0.3, -15.7, -8.8, -2.6
Cc1nnc(SCC(=O)Nc2cccc(S(=O)(=O)N(C)c3ccccc3)c2)s1
 : 5.6, 34.3*, -0.8%, 0.8, 5.8, 3.6, -7.1, x, -1.5
COc1ccc(CCN2C(=O)c3[nH]nc(-c4ccccc4O)c3C2c2ccc(O)c(OC)c2)cc1 (stereo not given)
 : -10.3, 3.7, 0.6%, 1.0, x, 2.5, -4.2, -23.6, -1.7
Cc1cccc(NC(=O)c2c(C)cc(=O)oc2C)n1
 : -10.0, 2.2, 2.0%, 0.3, 1.5, 0.9, -3.4, -0.7, -5.5
Cc1ccc(Cl)cc1NC(=S)NCCCSC1CCCCC1
 : -17.0, 16.6, 0.2%, 0.7, -14.6, 19.5, 5.3, -4.5, -4.0

# The closing 4 compounds of the part above come first, to join the parts:
# Values in the order – D1 antag, D1 ag, RXFP1 agonist, D2 agonist, D2 antag, TRHR PAM, D2 potentiator, RXFP1 antagonist, D1 potentiator
Cc1nnc(SCC(=O)Nc2cccc(S(=O)(=O)N(C)c3ccccc3)c2)s1
 : 5.6, 34.3*, -0.8%, 0.8, 5.8, 3.6, -7.1, x, -1.5
COc1ccc(CCN2C(=O)c3[nH]nc(-c4ccccc4O)c3C2c2ccc(O)c(OC)c2)cc1 (stereo not given)
 : -10.3, 3.7, 0.6%, 1.0, x, 2.5, -4.2, -23.6, -1.7
Cc1cccc(NC(=O)c2c(C)cc(=O)oc2C)n1
 : -10.0, 2.2, 2.0%, 0.3, 1.5, 0.9, -3.4, -0.7, -5.5
Cc1ccc(Cl)cc1NC(=S)NCCCSC1CCCCC1
 : -17.0, 16.6, 0.2%, 0.7, -14.6, 19.5, 5.3, -4.5, -4.0
CC(C)C(NC(=O)C1CCCCC1)C(=O)Nc1ccc2c(c1)OCCO2 (stereo not given)
 : -22.2, 2.0, 1.7%, 0.4, 21.7, 3.1, -9.1, -2.8, -0.3
Cc1ccc(C2=CC(=O)C[C@H](c3ccc4c(c3)OCO4)C2)cc1
 : x, -0.2, 2.5%, -0.5, 15.4, -1.5, -10.0, x, -0.8
Cc1cc(C)c(S(=O)(=O)N(CC(=O)O)CC(=O)O)c(C)c1
 : -0.2, 0.0, -0.8%, -0.2, -11.5, 1.6, 9.8, 1.8, 1.4
COc1cc(NC(=O)c2cc(Br)cc(C)c2OC)ccc1NC(=O)C(C)C
 : -5.8, -0.1, 4.2%, 0.0, 2.4, 1.2, -1.0, 1.1, -3.1
COCCN(C(=O)CSCc1ccccc1)c1c(N)n(Cc2ccccc2)c(=O)[nH]c1=O
 : -0.4, 1.2, -0.8%, -0.6, 19.4, -10.2, -4.5, 2.0, -9.8
O=Cc1c(C(=O)O)n(CC(=O)O)c2ccccc12
 : -6.4, 0.8, 3.4%, 2.2, -14.1, 3.7, 2.0, -0.3, -9.8
C/C(CC(=O)Nc1ccc(C)c(Cl)c1)=N\NC(=O)Cc1cccs1
 : -2.3, 6.2, 8.7%, 0.8, -11.4, -0.1, -5.2, -15.2, -1.3
Cc1cc(C)cc(NC(=O)Cn2c(=O)n(Cc3ccc4c(c3)OCO4)c(=O)c3oc4ccccc4c32)c1
 : 0.9, 1.1, u, -0.5, x, -2.5, 2.4, 4.4, -3.5
CCCCN(C(=O)CC(c1ccccc1)c1ccccc1)c1c(N)n(CCC)c(=O)[nH]c1=O
 : -1.0, 2.7, 0.6%, 0.4, 13.6, 5.2, 0.5, 1.4, -1.6
O=C(NCCc1ccc(Cl)cc1)c1cc(-c2ccncc2)nc2ccccc12
 : -6.7, 0.8, 0.9%, x, x, -4.4, 9.7, -2.1, -10.6

# (list continues)
# Values in the order – D1 antag, D1 ag, RXFP1 agonist, D2 agonist, D2 antag, TRHR PAM, D2 potentiator, RXFP1 antagonist, D1 potentiator
CC(=O)c1sc(-c2ccccc2)nc1C
 : x, -2.2, 14.3%, 0.1, 8.4, 0.4, -2.0, -7.6, 0.4
CN(C(=O)COc1ccccc1)C1CCS(=O)(=O)C1 (stereo not given)
 : 4.1, 1.0, 0.7%, 0.2, -59.1, -2.4, 11.4, -10.3, -1.3
COc1ccc(/C=N/NC(=O)c2cc(-c3ccc(C)cc3C)nc3ccccc23)cc1COC(C)=O
 : 19.3, 2.4, 0.9%, -1.6, -23.5, 3.3, 11.8, -13.8, -8.7
O=C1OCCN1S(=O)(=O)Nc1ccccc1
 : 12.9, 0.6, 1.8%, 0.0, -4.4, -2.4, -4.7, 14.7, -0.5
Cc1ccccc1C(=O)N1CCN(c2ccc(NC(=O)CSc3ccc(Cl)cc3)cc2)CC1
 : -19.0, 7.6, 1.5%, 0.3, -8.9, 0.3, 7.6, 2.6, -2.9
Cc1cccc(N2CCN(c3nc4ccccc4c4nc(-c5ccccc5)nn34)CC2)c1C
 : -12.8, 0.3, -2.8%, -0.2, x, 0.8, x, x, -5.8
C=CCNc1nc(C(=O)OCC(=O)Nc2ccc(S(N)(=O)=O)cc2)cs1
 : 0.7, 2.3, -1.5%, -0.7, -3.1, -14.1, 3.1, 7.4, -0.8
COc1ccc(N=C2C(=Nc3ccc(OC)cc3)N(c3ccccc3)C(=S)N2C(=O)c2ccc(Cl)cc2)cc1
 : -23.8, -0.9, 1.2%, -2.5, 10.6, -7.2, -12.1, -10.4, -7.5
COc1cc2c(cc1OC)C(COc1ccc(C(C)C)cc1)NCC2 (stereo not given)
 : -26.8, 40.5*, 0.1%, -0.2, -10.8, 10.9, 17.9, 3.9, -3.6
COc1ccc(CC(=O)NC(C)c2nnc(SCCC(=O)Nc3ccccc3)n2C)cc1 (stereo not given)
 : 3.6, 1.8, -0.2%, -0.2, -14.3, -3.8, 3.6, -0.3, -2.6

# The results go on:
# Values in the order – D1 antag, D1 ag, RXFP1 agonist, D2 agonist, D2 antag, TRHR PAM, D2 potentiator, RXFP1 antagonist, D1 potentiator
C=C1c2ccccc2NC(=O)N1c1ccc(OC)cc1
 : -28.8, 4.4, 1.7%, 0.8, 5.1, -1.6, 6.0, -9.3, 1.6
CC(=O)Nc1ccc(NC(=O)c2c(-c3ccccc3)noc2C)cn1
 : 13.7, 3.6, -1.6%, -2.3, -6.3, 1.3, -2.3, 6.7, 2.3
COc1ccc(C(=O)c2cnc(/N=C/N(C)C)s2)cc1
 : -20.1, 20.3, 6.8%, 0.3, 22.4, -0.3, -5.9, 22.0, 4.5
O=C(O)CNc1nc(-c2ccccc2)nc2c1oc1ccccc12
 : -9.3, -0.4, 1.1%, -0.2, -11.1, -6.8, -3.6, -11.4, -4.0
CCCCC(O)(C(NC=O)C(=O)OC)C(F)(F)F (stereo not given)
 : -14.4, 1.9, -0.5%, 0.3, -1.3, -0.8, 7.9, -9.0, -4.5
O=C(Cn1cc(C(=O)C2CCCCC2)c2ccccc21)Nc1ccccc1Cl
 : 0.0, 4.6, 3.9%, -0.1, x, 3.8, 4.4, -24.4, -6.3
Cc1cccc(-c2c3c(=O)n(C)c(=O)n(C)c3cn2-c2cc(N)c(Cl)cc2Cl)c1
 : 9.1, 1.7, 3.4%, 17.9, x, 4.2, -9.7, -23.3, 0.2
COc1ccc(OC)c(NC(=O)C2C3CC4OC(=O)C2C4C3)c1 (stereo not given)
 : -9.4, -0.7, 2.5%, 0.4, -0.1, -5.6, -3.5, -5.5, -2.0
Cc1cccc(OCC(=O)NCC(=O)N/N=C/c2cccnc2)c1
 : 4.5, 3.2, -0.2%, -1.4, -3.8, 8.3, 2.4, -19.6, 13.7
CC(=O)Nc1ccc(S(=O)(=O)NNC(=O)c2ccc3c(c2)OCO3)cc1
 : 3.0, 4.7, 0.2%, -0.2, -7.4, 1.9, 15.3, -8.0, 0.2
CCCCCn1nc(C(=O)OCC(=O)c2c(N)n(C)c(=O)n(C)c2=O)c2ccccc2c1=O
 : -8.0, 1.0, 1.5%, -1.7, 12.8, 0.5, 16.6, 8.7, 6.3

# Source: PubChem BioAssay
